NCI-60 one-dose screen, 48 h, at 10 µM unless noted. Numbers give growth in % (100 = growth as untreated, 0 = no growth, -100 = all killed).
HT29 – HT29 colon cancer. actives 7.4% (n = 81,000). AID 1794748
SW-620 – SW-620 colon cancer; actives 5.2% (n = 82,000); AID 1794795
HCC-2998 – HCC-2998 colon cancer; actives 4.7% (n = 79,000)
HCT-116 – HCT-116 colon cancer; actives 7.3% (n = 82,000); AID 1794798
NCI-H322M – NCI-H322M lung cancer | AID 1794733 | actives 2.7% (n = 80,000)
HCT-15 – HCT-15 colon cancer. actives 5.2% (n = 82,000)
COLO 205 – COLO 205 colon cancer; actives 7.3% (n = 79,000); AID 1794742
KM12 – KM12 colon cancer cells; AID 1794800; actives 5% (n = 82,000)
SNB-75 – SNB-75 CNS cancer; AID 1794750; actives 5% (n = 79,000)
* hit, by the source's call; . = no result given; [ ] = remark or other dose. How the source made its calls: active means growth percent below 10; inactive means the rest.

cpd	Structure	HT29	SW-620	HCC-2998	HCT-116	NCI-H322M	HCT-15	COLO 205	KM12	SNB-75
1	CC12SCC(C(=O)NCc3ccccc3)N1C(=O)c1ccccc12 (configuration not stated)	81	108	113	97	97	99	108	102	88
2	CC(C)(C)c1ccc(O)c(Br)c1	103	92	98	93	101	104	105	104	77
3	O=C1c2ccccc2CCC1(Br)Br	12	-45*	77	-90*	100	-57*	-68*	87	57
4	CC(C)(C)Nc1nc2c(OCCc3ccccc3)cccn2c1-c1ccc([N+](=O)[O-])cc1	52	78	50	50	65	16	49	37	88
5	Oc1c(Br)cc(Cl)cc1C(c1cc(Cl)cc(Br)c1O)C(Cl)(Cl)Cl	10	18	17	4.1*	15	17	59	13	68
6	CCOc1cc(CC[N+](C)(C)C)cc2c1ccc1ccc(OC)c(OC)c12	103	110	89	97	100	112	98	101	83
7	NS(=O)(=O)c1ccc(Nc2ccnc(SCC(=O)c3ccc(-c4ccccc4)cc3)n2)cc1	107	105	111	107	107	95	112	105	100
8	CN(C)C=Nc1ccn(C2CC(F)C(CO)O2)c(=O)n1 (configuration not stated)	104	107	114	113	87	106	113	108	83
9	CC(=O)NC(CCCCNC(=O)CSCCNC(=O)CCNC(=O)[C@H](O)C(C)(C)COP(=O)(O)OP(=O)(O)OC[C@H]1O[C@@H](n2cnc3c(N)ncnc32)[C@H](O)[C@@H]1OP(=O)(O)O)C(=O)NC(Cc1ccc(O)cc1)C(=O)NCC(=O)NC(CCCNC(=N)N)C(=O)NC(CCCCN)C(=O)NC(CCCCN)C(=O)NC(CCCNC(=N)N)C(=O)NC(CCCNC(=N)N)C(=O)NC(CCC(N)=O)C(=O)NC(CCCNC(=N)N)C(=O)NC(CCCNC(=N)N)C(=O)NC(CCCNC(=N)N)C(=O)O (some centres not stated)	105[2.5 µM]	105[2.5 µM]	137[2.5 µM]	100[2.5 µM]	113[2.5 µM]	110[2.5 µM]	115[2.5 µM]	113[2.5 µM]	115[2.5 µM]
10	C[N+]1(CCc2ccccc2)CC[N+](C)(CCc2ccccc2)CC1 (configuration not stated)	102	105	96	97	85	104	105	102	87
11	O=C1OC(c2ccc(Cl)c(Cl)c2)=C/C1=C/c1cccc([N+](=O)[O-])c1	94	102	103	87	102	99	108	104	93
12	O=C(Cn1nncc1CN1C(=O)CSC1=O)Nc1cccc(O)c1	109	104	107	110	111	101	110	111	87

Shown field by field: entries from further up
(6) CCOc1cc(CC[N+](C)(C)C)cc2c1ccc1ccc(OC)c(OC)c12
  HT29: 103 | SW-620: 110 | HCC-2998: 89 | HCT-116: 97 | NCI-H322M: 100 | HCT-15: 112 | COLO 205: 98 | KM12: 101 | SNB-75: 83

(7) NS(=O)(=O)c1ccc(Nc2ccnc(SCC(=O)c3ccc(-c4ccccc4)cc3)n2)cc1
  HT29: 107 | SW-620: 105 | HCC-2998: 111 | HCT-116: 107 | NCI-H322M: 107 | HCT-15: 95 | COLO 205: 112 | KM12: 105 | SNB-75: 100

The results go on.
cpd	Structure	HT29	SW-620	HCC-2998	HCT-116	NCI-H322M	HCT-15	COLO 205	KM12	SNB-75
13	CC1=C2[C@@H](CC1)[C@]1(C)O[C@@](C3CC3)(C[C@H]1OC(=O)CO)[C@H]2OC(=O)/C=C/c1ccccc1	90	103	88	89	82	97	116	97	88
14	O=C(COc1ccc(-c2nc3cc(Cl)c(Cl)cc3[nH]2)cc1)N=Nc1c(O)[nH]c2ccccc12	4.5*	-32*	-3.9*	16	4.5*	79	13	-39*	-74*
15	CCC1(C2=CCCCC2)C(=O)NC(=S)N=C1N (configuration not stated)	110	103	.	111	116	100	106	106	82
16	CC1Cc2c(ncn3c(-c4ccccc4)nnc23)N(C)c2ccccc21 (configuration not stated)	90	104	107	103	101	91	101	98	89
17	CCOC(=O)Nc1ccc(Cl)cc1	104	102	169	100	106	96	108	108	95
18	CCOC(=O)/C(C)=N/Nc1ccccc1	110	95	108	94	75	86	97	94	83
19	N#Cc1nnn(-c2ccc(S(N)(=O)=O)cc2)c1/N=C/c1ccc(Cl)cc1	99	102	108	98	101	96	105	100	98
20	CN(C)CCC=C1c2ccccc2CCc2ccccc21	56	101	91	103	107	94	77	94	72
21	Cc1nc(Nc2ccc(Cl)cc2)sc1C(=O)/C=C/c1c(Cl)cccc1Cl	87	99	105	80	96	85	114	97	97
22	COc1cccc(/C=C2\N=C(Nc3ccc(O)cc3)NC2=O)c1	117	105	104	102	101	98	102	95	89
23	N#CC(C(=O)/C(=N/NC(=O)c1ccccc1O)C(C#N)c1ccccc1)c1ccccc1 (configuration not stated)	101	80	86	15	68	43	105	47	18
24	C=C(C)[C@@H]1CC[C@]2(C(=O)NCCCN)CC[C@]3(C)[C@H](CC[C@@H]4[C@@]5(C)CC[C@H](O)C(C)(C)[C@@H]5CC[C@]43C)[C@@H]12	3.9*[100 µM]	-36*[100 µM]	-23*[100 µM]	2.0*[100 µM]	-69*[100 µM]	-22*[100 µM]	7.8*[100 µM]	-25*[100 µM]	-52*[100 µM]

Next entries follow.
cpd	Structure	HT29	SW-620	HCC-2998	HCT-116	NCI-H322M	HCT-15	COLO 205	KM12	SNB-75
25	O=C(Nc1nc(-c2ccccc2)cs1)c1cc(-c2ccc(Br)cc2)nc2ccccc12	40	52	88	27	82	33	56	67	85
26	S=C(Nc1ccccc1)Oc1ccc(-c2cssc2=S)cc1	82	102	100	60	99	92	81	102	.
27	NNC(=O)CCCO	105	103	115	108	108	.	117	116	90
28	OC(CCN1CCC2CCC(C2)C1)c1ccc(Br)cc1 (configuration not stated)	94	98	100	95	141	109	93	111	93
29	CCN(CC)c1ccc(N=C2C=C(C(=O)Nc3ccc(S(C)(=O)=O)cc3)C(=O)c3ccccc32)c(C)c1	85	104	36	83	109	69	98	16	66
30	CCCn1cnc2c(SCc3ccccc3)nc(N)nc21	106	108	107	102	98	98	119	.	98
31	Cc1ccc2cccc(Oc3ccc(Nc4ncnc5onc(-c6ccccc6)c45)cc3)c2n1	57	87	100	58	88	43	59	64	78
32	Cc1ccc(S(=O)(=O)NC(=O)CCC(=O)NCc2ccccc2)cc1	107	108	110	101	102	102	108	106	.
33	Cc1ccc(S(=O)(=O)Nc2nc(Nc3ccc(Cl)cc3)c(C#N)c(-c3ccc(Cl)cc3)n2)cc1	116	92	98	57	81	45	111	45	88
34	O=S(=O)(Oc1ccc(-c2cnc3ccccc3n2)cc1)c1ccc2ccccc2c1	82	101	107	95	137	115	121	101	120
35	CCOC(=O)c1c2c(c(C)n1Cc1ccc(OC)cc1)-c1nc(N)ncc1CC2	110	100	80	95	113	113	116	109	103
36	c1ccc(Cn2cc3c(c2-c2ccccc2)CCCc2cnoc2-3)cc1	100	98	106	99	109	99	97	106	86

By substructure: those above containing two or more sulfur atoms (two)
cpd	Structure	HT29	SW-620	HCC-2998	HCT-116	NCI-H322M	HCT-15	COLO 205	KM12	SNB-75
7	NS(=O)(=O)c1ccc(Nc2ccnc(SCC(=O)c3ccc(-c4ccccc4)cc3)n2)cc1	107	105	111	107	107	95	112	105	100
26	S=C(Nc1ccccc1)Oc1ccc(-c2cssc2=S)cc1	82	102	100	60	99	92	81	102	.

Next results:
cpd	Structure	HT29	SW-620	HCC-2998	HCT-116	NCI-H322M	HCT-15	COLO 205	KM12	SNB-75
37	O=c1[nH]c(=O)c2[nH]c(=O)[nH]c2[nH]1	105	94	107	95	101	99	105	104	90
38	Cc1ccc(Nc2nc(Nc3cnc4ccccc4c3)c3[nH]cnc3n2)cc1	86	93	101	54	85	97	93	89	106
39	CCCC1CCCCN1C(=O)OC (configuration not stated)	105	102	97	102	117	101	101	105	97
40	C#CCOc1cc(N(CC)CC)ccc1C(C(=O)NC(C)(C)C)N(C(=O)C1CCc2cc(F)ccc2O1)c1ccccc1 (configuration not stated)	95	102	114	98	102	97	104	100	94
41	CNC(=S)NC(C)(C)C	101	103	115	102	98	106	119	106	146
42	COc1ccc(NC(=O)[C@H](CCC(=O)OC(C)(C)C)NC(=O)OC(C)(C)C)cc1C(=O)Nc1cccc(C2CC(=O)c3c(cc(OC)c(OC)c3OC)O2)c1 (some centres not stated)	100	112	118	96	95	100	131	105	91
43	CC(=O)[C@H]1CC[C@H]2[C@@H]3C[C@H](C)C4=CC(=O)CC[C@]4(C)[C@H]3C(=O)C[C@]12C	101	99	.	93	117	97	94	110	90
44	CC(C)CCSc1nc(NNC(N)=S)c(C#N)c(-c2ccccc2)n1	109	93	99	92	88	93	105	55	87
45	COc1cccc(/C=C2/C[C@]3(C)[C@H]4CC[C@@H]5[C@@H](/C(C)=C\CC=C(C)C)CC[C@@]5(C)[C@]4(C)CC[C@H]3C(C)(C)C2=O)c1OC	101	102	102	85	97	98	115	100	75
46	CC(=O)CC(c1ccccc1)c1c(C)[nH]c2ccccc12 (configuration not stated)	103	92	110	90	100	97	107	100	60
47	O=C1/C(=C\c2cn(CC(O)CN3CCCCC3)c3ccccc23)c2ccccc2N1c1c(Cl)cccc1Cl (configuration not stated)	-85*	-92*	-82*	-79*	-90*	-73*	-99*	-95*	-99*
48	Cc1cncc(O)c1	86	102	95	107	102	103	103	111	92

Of the compounds above, 4 have an NH in an aromatic ring.
cpd	Structure	HT29	SW-620	HCC-2998	HCT-116	NCI-H322M	HCT-15	COLO 205	KM12	SNB-75
14	O=C(COc1ccc(-c2nc3cc(Cl)c(Cl)cc3[nH]2)cc1)N=Nc1c(O)[nH]c2ccccc12	4.5*	-32*	-3.9*	16	4.5*	79	13	-39*	-74*
37	O=c1[nH]c(=O)c2[nH]c(=O)[nH]c2[nH]1	105	94	107	95	101	99	105	104	90
38	Cc1ccc(Nc2nc(Nc3cnc4ccccc4c3)c3[nH]cnc3n2)cc1	86	93	101	54	85	97	93	89	106
46	CC(=O)CC(c1ccccc1)c1c(C)[nH]c2ccccc12 (configuration not stated)	103	92	110	90	100	97	107	100	60

Continuation:
cpd	Structure	HT29	SW-620	HCC-2998	HCT-116	NCI-H322M	HCT-15	COLO 205	KM12	SNB-75
49	Cc1ccccc1Cc1cnc(Nc2ccccn2)s1	101	97	108	88	100	75	114	27	110
50	C(=Nc1ccc2c(c1)Cc1ccccc1-2)c1ccc2ccccc2n1	106	105	99	101	107	108	115	100	80
51	CCCCn1cc(CCCCCC(=O)CC(=O)N[C@H]2CCOC2=O)nn1	108	105	102	111	99	106	135	106	92
52	C#Cc1nc(C(C)=O)cs1	110	107	114	95	106	99	115	95	85
53	O=C(CCCCCCn1cc(-c2ccc(O[C@H]3OC(CO)[C@@H](O)C(O)[C@H]3O)cc2)nn1)NO (some centres not stated)	108	97	96	93	.	101	109	98	89
54	CC(=O)CC(=O)NCc1ccccc1	110	107	102	97	97	101	101	113	93
55	c1cc(OCCN2CCCCCC2)ccc1CNc1ccc2nc(CCC3CCCCC3)[nH]c2c1	8.1*	29	-4.9*	23	82	3.1*	-48*	66	74
56	Cc1ccc(C)c2c1SC1=NNC(N3CCNCC3)=C(C#N)C(=N)N12	116	101	107	95	103	103	120	105	94
57	Cc1n[nH]c(C)c1N=Nc1ccc2oc(=O)ccc2c1	101	92	98	77	64	70	110	91	68
58	c1ccc2c(c1)Nc1cc3ccccc3cc1N2	15	19	37	26	49	17	-44*	44	33
59	N#Cc1cnc(=S)n(-c2cc(C(F)(F)F)cc(C(F)(F)F)c2)c1N	106	112	99	98	108	99	101	101	95
60	COc1ccc2oc3c4[nH]c5ccccc5c4c4c(c3c2c1)C(=O)N(C(=O)OC(C)(C)C)C4=O	-32*	6.8*	23	1.7*	3.1*	-23*	-41*	-19*	-3.8*

Other entries follow:
cpd	Structure	HT29	SW-620	HCC-2998	HCT-116	NCI-H322M	HCT-15	COLO 205	KM12	SNB-75
61	C=C1CC[C@@H]2[C@]3(C)COC(c4ccco4)O[C@@H]3CC[C@@]2(C)[C@@H]1C/C=C1/C(=O)OCC1OC(C)=O (some centres not stated)	-46*	-8.1*	32	-52*	79	-59*	49	52	.
62	O=C(N/N=C/c1ccccc1O)C(O)(c1ccccc1)c1ccccc1	50	51	76	8.4*	46	32	36	54	69
63	CCC(=O)c1c(Cl)c(Cl)c(Cl)c(Cl)c1C(=O)O	100	104	103	103	98	104	106	111	87
64	O=[N+]([O-])c1cc2c(c([N+](=O)[O-])c1)OCOC2	102	106	110	105	107	96	110	104	89

Outcome played no part in choosing rows. Share with any hit: about 12%.
